# Assay outcomes as filed in PubChem.
# WT yeast gro inh – growth inhibition of WT yeast, mitochondrial fusion screen; mitochondrial fusion phenotypic screen, WT strain; inhibition, % at 10 µM; 190,000 tested, 2.1% active; in the data active = inhibition above about 58%; tested in S. cerevisiae
# Yfh1-depleted yeast – enhancers of respiration in Yfh1-depleted yeast, dose response, Friedreich's ataxia, plus single-dose screen (AID 1465); 220,000 tested, 0.074% active; S. cerevisiae Yfh1-off respiration, WST-1 reduction, 72 h; higher fold induction means a stronger effect; one-dose fold induction at 50 µM; EC50 in µM for titrated hits;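 active = fold induction of absorbance versus untreated yeast above a set limit, then at least 30% activation at any dose in follow-up; inconclusive = repeats straddling the limit, or above it without dose testing; inactive = fold induction below the set limit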;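 also: activators that raise dye reduction in frataxin-depleted yeast; strong numbers were not always called active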
# bCat nuc transl – modulators of beta-catenin nuclear translocation. 190,000 tested, 0.3% active. nuclear translocation activity, % at 5 µM. HeLa beta-catenin nuclear translocation, immunofluorescence imaging. AID 1665;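 active = nuclear translocation activity above 50% at 5 µM, with a well cell count of 50 or more; inconclusive = wells under 50 cells across six images, flagged as toxic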;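 also: per-cell ratio of nuclear to cytoplasmic median beta-catenin stain intensity; plate controls were DMSO negative control for no effect and GSK-3 inhibitor IX positive control for full effect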
#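 Assay system: human HeLa cells, native beta-catenin; doses: 5 µM primary, 0.02–20 µM confirmation; incubation: compound treatment 24 h, 37°C, 5% CO2; technique: fluorescence imaging of beta-catenin antibody stain plus DAPI; measure: % activation, nuclear-to-cytoplasmic median beta-catenin signal ratio per cell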
# MT stabilizer – microtubule stabilization, imaging screen; HeLa tubulin immunostaining HCS, 24 h; share of cells brighter than vehicle mean+2SD; % tubulin-high responders, % at 10 µM; 200,000 tested, 0.83% active; AID 2205;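 active = plate Z-score above 3 for both tubulin-high and condensed-nucleus cell shares, with cell loss under 80%, at 10 µM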;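 also: anti alpha tubulin signal scored within the nucleus-defined area of each cell; some results filed as inactive read as strong as hits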
# Autophagy mod – modulators of autophagy. MEF GFP-LC3 puncta imaging; test concentration mostly 10 µM. calls only at 10 µM (by protocol). 190,000 tested, 0.98% active;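 active = percentage of spot-positive cells more than 3 SD above its plate mean, without a fluorescence outlier flag or 80% toxicity; inconclusive = no clear call, values can overlap the other calls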;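 also: spot-positive cell cutoff set from DMSO-treated cells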
# NOD2 inhibition – NOD2 signaling inhibitors, cell-based, luminescence, uHTS, HEK293 (AID 1566). HEK293 NOD2/NF-kB luciferase reporter, luminescence; higher % means a stronger effect. inhibition, % at 4 µM; hits with a dose series show EC50 in µM. 290,000 tested, 0.63% active; in the data active = inhibition above about 50%; also: many of its hits are not listed in these tables
# Dynein cargo inh – dynein cargo transport inhibition. z-score, hits read low. AID 1381. 220,000 tested, 0.47% active. 3617.4 mouse cells, GR-EGFP nuclear translocation imaging; test concentration mostly 20 µM; stimulated with dexamethasone, 1 µM; hits give low values;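 active = plate z-score of nuclear minus cytoplasmic receptor signal below a set negative limit, without overly bright fluorescence or cell loss, cut at about -3.5 in these data, passing the limit was not always enough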;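 also: z-score of nuclear minus cytoplasmic ring GR-EGFP intensity difference per well; some compounds called inactive have numbers as strong as hits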
#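 Buffer or medium: tet-free medium with charcoal-stripped serum / Also added: dexamethasone agonist, 1.0 µM final, for 30 min / Timing: induction 48 h, compound 1 h, agonist 30 min / Measured by: high-content fluorescence imaging after fixation / Read-out: nuclear-to-cytoplasmic GR-EGFP distribution per well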
# Insulin prom up – MIN6 insulin promoter up-regulation; MIN6 insulin promoter-GFP reporter, high-content imaging; hits give high values; z-score at 5 µM; 190,000 tested, 0.3% active;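 active = z-score above 3 at 5 µM with at least 500 cells counted in the well; inconclusive = wells under 500 cells, flagged as cytotoxic or low count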
# Lipid droplet – modulators of hepatic lipid droplet formation; 240,000 tested, 0.4% active; inhibition, % at 6.5 µM; AID 1656; AML12 mouse hepatocytes, oleate lipid droplets, BODIPY imaging;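 active = lipid droplet intensity inhibited by at least 50%, with more than 500 cells counted; inconclusive = wells with under 300 cells, treated as cytotoxic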
#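 Assay system: AML12 hepatocytes (mouse) / Also added: 100 µM oleic acid challenge / Times: overnight treatment with compound plus oleate / Detection: high-content imaging of BODIPY-stained droplets and DAPI nuclei / Evaluation: % inhibition of lipid droplet signal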
# WT yeast gro inh mutant strain – further read-out of WT yeast gro inh, marked with its call; inhibition, %; mitochondrial fusion phenotypic screen, mutant strain inhibition
# Dynein cargo inh cytoplasmic EGFP – second read-out of Dynein cargo inh, no call of its own (marks repeat the call); z-score; measured here: cytoplasmic GR-EGFP intensity; hits give high values
# Dynein cargo inh nuclear GR-EGFP – recorded beside Dynein cargo inh, whose call it bears; z-score; measured here: nuclear GR-EGFP intensity;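 lower value marks the stronger effect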
# Dynein cargo inh cell count – also measured in Dynein cargo inh; calls as there; z-score; measured here: cell count per field
# Insulin prom up cell count – also measured in Insulin prom up; calls as there; cell count; measured here: cytotoxicity, nuclei count;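 total cells summed across four imaged fields per well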
# Lipid droplet cells 6.5 µM – second read-out of Lipid droplet, no call of its own (marks repeat the call); cell count; measured here: cell count, cytotoxicity flag;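 cells counted across two imaged fields per well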
# bCat nuc transl cell count 5 µM – also measured in bCat nuc transl; calls as there; cell count; measured here: cell count, cytotoxicity flag
# MT stabilizer Hoechst-high % – second read-out of MT stabilizer, no call of its own (marks repeat the call); % Hoechst-high responders; measured here: nuclear condensation Hoechst responders;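 share of cells brighter than vehicle mean plus two SD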
# MT stabilizer cytotoxicity % – also measured in MT stabilizer; calls as there; toxicity, %; measured here: cytotoxicity by cell density;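 0% = mean cell density of plate MIN control wells and 100% = no cells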
# Autophagy mod cell loss 18 h – further read-out of Autophagy mod, marked with its call; toxicity, %; measured here: cell loss, nuclei count;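 cell loss after 18 h compound exposure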
# * marks the source's active call; other numbers are inactive results; i = inactive; u = inconclusive; x = no result given.
# Preview, 2 compounds:
SMILES,WT yeast gro inh,WT yeast gro inh mutant strain,Yfh1-depleted yeast,bCat nuc transl,bCat nuc transl cell count 5 µM,MT stabilizer,MT stabilizer Hoechst-high %,MT stabilizer cytotoxicity %,Autophagy mod,Autophagy mod cell loss 18 h,NOD2 inhibition,Dynein cargo inh,Dynein cargo inh cytoplasmic EGFP,Dynein cargo inh nuclear GR-EGFP,Dynein cargo inh cell count,Insulin prom up,Insulin prom up cell count,Lipid droplet,Lipid droplet cells 6.5 µM
CCN(CC)S(=O)(=O)c1cccc(C(=O)NCC(c2ccccc2)N(C)C)c1 (stereo not drawn),79,84,i,-2.2,1022,3.9,2.4,8.6,i,16,9%,0.76,-0.2,0.38,-0.32,-0.68,1219,-11,674
CC1(C)Cc2cccc(OCC(=O)Nc3ccc(OCC(N)=O)cc3)c2O1,-6,7,i,-0.5,1151,3.2,2.3,9.8,i,14,1%,-0.79,-0.2,-0.48,1,-0.25,1177,-15,666

# This part in full, from the start:
SMILES,WT yeast gro inh,WT yeast gro inh mutant strain,Yfh1-depleted yeast,bCat nuc transl,bCat nuc transl cell count 5 µM,MT stabilizer,MT stabilizer Hoechst-high %,MT stabilizer cytotoxicity %,Autophagy mod,Autophagy mod cell loss 18 h,NOD2 inhibition,Dynein cargo inh,Dynein cargo inh cytoplasmic EGFP,Dynein cargo inh nuclear GR-EGFP,Dynein cargo inh cell count,Insulin prom up,Insulin prom up cell count,Lipid droplet,Lipid droplet cells 6.5 µM
CCN(CC)S(=O)(=O)c1cccc(C(=O)NCC(c2ccccc2)N(C)C)c1 (stereo not drawn),79,84,i,-2.2,1022,3.9,2.4,8.6,i,16,9%,0.76,-0.2,0.38,-0.32,-0.68,1219,-11,674
CC1(C)Cc2cccc(OCC(=O)Nc3ccc(OCC(N)=O)cc3)c2O1,-6,7,i,-0.5,1151,3.2,2.3,9.8,i,14,1%,-0.79,-0.2,-0.48,1,-0.25,1177,-15,666
CCOC(=O)c1nc2nc(-c3cccs3)cc(C(F)(F)F)n2n1,-2,-16,i,-1.3,926,3.6,4.2,5.3,i,-12,12%,0.34,-0.14,0.065,-0.23,0.18,1293,2,707
N#C/C(=N\Nc1ccc([N+](=O)[O-])cc1)C(N)=S,x,x,i,0.3,1323,x,x,x,x,x,-16%,0.16,-0.26,0.16,0.6,x,x,-2,702
Clc1ccc(OCc2nn3c(C4CCCCC4)nnc3s2)cc1,30,30,i,-2.4,1126,1.6,2.0,11,i,9,-9%,-0.45,-0.22,-0.11,0.22,0.14,1919,-4,658
CC1=NN(C(=O)c2ccc(Br)cc2)C(O)(c2ccccc2)C1 (stereo not drawn),-20,5,i,0.5,1520,3.3,2.5,4.2,i,5,-14%,-0.007,-0.32,0.26,0.32,-0.16,1332,7,723
CCOc1ncccc1C(=O)OCC(=O)Nc1ccc(-c2nc3ccc(C)cc3s2)cc1,9,-9,i,-0.7,973,4.1,3.1,3.0,i,-5,-101%,-0.46,-0.26,0.65,0.16,x,x,-13,730
CCSc1nnc(NC(=O)C2C3C=CC(C3)C2C(=O)O)s1 (stereo not drawn),30,-3,i,x,x,1.9,0.9,6.7,i,-6,16%,-0.74,-0.15,-0.18,0.38,-0.17,835,3,787
CCn1c2ccccc2c2cc(NC(=O)c3cc(OC)cc(OC)c3)ccc21,27,5,i,11,391,9.6*,24*,54*,i,46,8%,0.38,0.072,-0.094,-0.56,-1.6,616,u,x
COc1ccc(-c2cc(=O)c3cc(OC)ccc3o2)cc1,14,-4,i,-0.1,1025,5.4,2.9,4.9,i,-5,-119%,-0.67,-0.3,-0.27,0.32,0.73,1449,0,717
COc1ccc(S(=O)(=O)Nc2c(C)c(C)cc3c2ncn3C)cc1,6,-9,x,-1.4,1093,3.6,2.8,1.3,i,-10,3%,-0.99,-0.25,-0.46,0.87,0.14,1205,-18,714
CC1CN(c2nc3ccccn3c(=O)c2/C=C(\C#N)C(=O)N2CCOCC2)CC(C)O1 (stereo not drawn),x,x,i,-0.7,1318,x,x,x,x,x,1%,-0.35,-0.23,-0.22,-0.19,-0.58,1450,-16,708
CC(C(=O)NCCc1ccc(F)cc1)N1CCN(Cc2ccccc2)CC1 (stereo not drawn),45,21,i,0.1,1111,1.2,2.0,11,i,12,-2%,-0.67,-0.2,0.41,-0.24,0.14,1261,-5,756
COc1cccc(-n2nnc3c(=O)n(CC(=O)Nc4ccc(C)cc4)cnc32)c1,6,5,i,1.0,949,2.2,2.3,6.9,i,-31,-20%,-0.5,-0.27,0.1,0.26,0.1,1539,-8,687
COc1cccc(CNC(=O)CCC2CCCN(C(=O)c3ccc(OC)o3)C2)c1 (stereo not drawn),4,-10,i,-2.8,1109,2.4,1.8,8.0,i,29,-32%,-1.1,0.095,-0.3,0.29,x,x,-16,680
Cn1nccc1C(=O)N/N=C/c1ccccc1[N+](=O)[O-],x,x,i,0.4,1261,x,x,x,x,x,-20%,0.0091,-0.16,0.027,-0.33,-0.51,1154,19,708
O=C(COC(=O)/C=C/c1cccs1)NC(=O)Cc1ccccc1,0,-9,i,-0.3,1056,3.5,1.9,2.4,i,-4,-26%,2.2,-0.022,1,-0.57,-0.06,1333,2,705
CCOc1cccc(-c2nnc3sc(COc4ccc(C)cc4)nn23)c1,16,25,i,0.1,1070,2.4,1.2,3.0,i,2,15%,-0.85,-0.21,-0.051,0.86,-0.59,1233,x,x
CCOC(=O)C(C)n1cnc2c(cnn2-c2ccc(Cl)cc2)c1=O (stereo not drawn),23,18,i,-2.0,996,5.8,2.5,0.4,i,-3,-27%,1.9,-0.17,0.77,-0.74,0.11,1772,-12,656
N#CCOc1ccc(C2=NO[C@@H]3[C@@H]4C[C@@H]([C@H]5C(=O)N(c6ccc7c(c6)OCO7)C(=O)[C@@H]45)[C@H]23)cc1,6,8,i,-0.6,1082,5.8,3.1,10,i,6,-7%,-0.4,-0.032,0.19,0.49,0.06,1463,19,691
Cn1c(=O)cc(NCc2ccccc2)[nH]c1=O,2,-16,i,0.6,923,2.6,1.5,7.1,i,15,1%,0.33,-0.26,0.6,1.1,-0.8,1277,-5,778
COc1ccc(/C=C(\C#N)C(=O)Nc2cc(C)c(Cl)cc2OC)cc1O,x,x,i,1.2,1322,x,x,x,x,x,36%,1.7,0.033,1.7,-2.4,-0.19,897,-1,734
CC(C)OC(=O)c1ccc(COC(=O)c2cnccn2)cc1,15,15,i,-1.3,949,3.3,2.9,6.8,i,13,14%,0.093,-0.29,0.58,0.95,0.06,1747,5,651
COc1ccc(CCn2c(N)c(S(=O)(=O)c3cccs3)c3nc4ccccc4nc32)cc1OC,0,1,i,-3.1,1261,4.0,2.1,13,i,8,11%,0.48,2.2,0.78,-1.3,x,x,-8,720
COc1ccc(CNC(=O)CCN2C(=S)NC(C)(C)CC2C)cc1 (stereo not drawn),-8,9,i,0.9,1024,4.1,4.0,5.3,i,-13,6%,0.49,-0.24,0.53,-0.039,-0.49,1244,18,712

# (cont.)
SMILES,WT yeast gro inh,WT yeast gro inh mutant strain,Yfh1-depleted yeast,bCat nuc transl,bCat nuc transl cell count 5 µM,MT stabilizer,MT stabilizer Hoechst-high %,MT stabilizer cytotoxicity %,Autophagy mod,Autophagy mod cell loss 18 h,NOD2 inhibition,Dynein cargo inh,Dynein cargo inh cytoplasmic EGFP,Dynein cargo inh nuclear GR-EGFP,Dynein cargo inh cell count,Insulin prom up,Insulin prom up cell count,Lipid droplet,Lipid droplet cells 6.5 µM
O=C(CSc1nc(O)cc(=O)[nH]1)N1c2ccccc2CCc2ccccc21,x,x,i,-1.1,1314,x,x,x,x,x,10%,-0.051,-0.63,0.18,-0.56,-0.06,1076,-4,592
COc1cc(CCC(=O)N2CCN(S(=O)(=O)c3ccc(C)c(C)c3)CC2)cc(OC)c1OC,8,5,i,-1.9,1135,3.9,1.3,9.2,i,11,3%,0.44,-0.53,0.027,0.38,0.37,2047,-44,589
Cc1cc(N2CCCC2=O)cc(C)c1S(=O)(=O)NCCOc1ccc(C(C)(C)C)cc1,51,12,i,-0.7,1238,2.6,2.7,9.0,i,15,16%,-0.8,-0.22,-0.45,-0.76,x,x,-32,700
c1ccc(-c2nc(-c3cccnc3)n[nH]2)cc1,5,-5,i,-0.4,1079,3.7,2.6,4.1,i,-12,-17%,-0.62,-0.18,-0.098,0.79,-0.34,1437,-1,640
O=C1NC(Cc2c[nH]c3ccccc23)C(=O)N1CCOc1ccc(F)cc1 (stereo not drawn),-9,5,i,1.0,689,1.6,1.1,10,i,-2,0%,0.01,-0.18,-0.2,0.36,1.2,1384,x,x
OCC1CCCCN1C(=S)NCc1ccco1 (stereo not drawn),-6,-4,i,2.1,963,1.8,0.9,5.8,i,-1,8%,-0.62,-0.27,-0.19,0.56,0.72,1434,-8,691
CCOC(=O)N1CCN(C(=O)CSc2nnc(COc3ccc(Cl)cc3)o2)CC1,-5,-7,i,-1.8,1128,3.9,1.1,10,i,-5,14%,2.8,-0.14,1.3,-1.2,x,x,-12,574
CC(=O)c1cnc2ncnn2c1C,4,-6,i,-2.4,530,2.1,2.5,4.2,i,13,13%,-0.35,-0.24,0.76,-0.13,1.4,1208,-19,771
CC(C)CN(CC(C)C)S(=O)(=O)c1cc([N+](=O)[O-])ccc1N1CCCCCC1,15,-3,i,-0.3,1414,3.5,1.6,5.8,i,19,10%,-1.4,-0.15,0.036,2,-0.63,1706,x,x

# The list is partial; count on the stated rates, not on these rows.
